Bioassay records (PubChem)
Vif imaging – HIV Vif self-association inhibitors, primary screen, imaging, HEK293T, single point; HEK293T cells, Vif self-association by quenched fluorescence, 24 h; inhibition, % at 7.49 µM; 0.35% of 340,000 active; AID 602346, 2012; in the data active means inhibition above about 50%, passing the limit was not always enough; inconclusive means no clear call, values can overlap the other calls; inactive means below about 31%; further: some results filed as inactive read as strong as hits
NR2E3 ag-1 – inhibitors of NR2E3-RetCOR corepressor binding, primary screen, NR2E3 agonist project, biochemical, TR-FRET, GST-NR2E3, biotin-RetCOR; Photoreceptor-specific nuclear receptor (Homo sapiens), Q9Y5X4; 1536-well; inhibition of corepressor binding, % at 4.78 µM; 0.12% of 320,000 active; AID 2300, 2010;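 active means percent inhibition above the cutoff of mean plus 3 SD of all tested compounds, set per screening campaign, cut at about 20% in these data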;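 further: 0% = DMSO wells and 100% = biotin wells as full block of FRET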
Target sequence (Q9Y5X4 whole entry, looked up): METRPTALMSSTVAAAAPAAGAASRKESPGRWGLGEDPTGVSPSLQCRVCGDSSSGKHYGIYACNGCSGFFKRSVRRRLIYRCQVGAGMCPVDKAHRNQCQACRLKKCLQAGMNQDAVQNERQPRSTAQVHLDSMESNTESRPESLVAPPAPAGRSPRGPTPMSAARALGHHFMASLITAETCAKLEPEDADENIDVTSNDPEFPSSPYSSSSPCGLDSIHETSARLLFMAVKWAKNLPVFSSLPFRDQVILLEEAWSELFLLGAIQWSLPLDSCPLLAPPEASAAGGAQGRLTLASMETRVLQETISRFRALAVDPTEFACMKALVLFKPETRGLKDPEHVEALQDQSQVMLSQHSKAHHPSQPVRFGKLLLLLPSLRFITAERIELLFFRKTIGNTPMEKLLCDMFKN
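Material: NR2E3–RetCOR corepressor complex / Amount: 1.35 nM GST-NR2E3 / Medium: Tris pH 7.5 / Compound: single nominal compound dose of 4.8 µM / Incubation: 5 h at 4 °C / Technique: TR-FRET, Eu(K)-anti-GST donor, streptavidin-D2 acceptor, ex 340, em 617/671 nm / Read-out basis: percent loss of FRET ratio relative to control wells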
Shn3 3UTR inh – reduction of Shn3 3'UTR firefly luciferase signal, primary screen, Schnurri-3 inhibitor project, cell-based, Clone20 osteoblasts, set 2. inhibition, % at 12.5 µM. AID 588674, 2011. 0.52% of 360,000 active. Clone20 osteoblast Shn3 3'UTR firefly luciferase, 24 h;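 active means mean inhibition of at least 75% with every replicate also reaching 75%; inconclusive means mean inhibition at least 75% but some replicate below; inactive means mean inhibition below 75%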;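 further: 0% = median of neutral control wells and 100% = pilot-screen positive control compound; some compounds past the cut are filed as inactive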
NR2E3 ag-2 – NR2E3 agonists in two-hybrid cells, primary screen, cell-based, luminescence, CHO-S, Gal4-NCOR/VP16-NR2E3; Photoreceptor-specific nuclear receptor (Homo sapiens), Q9Y5X4; luciferase; inhibition of corepressor binding, % at 3.98 µM; 0.35% of 360,000 active; AID 602229, 2012;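 active means inhibition above the mean of all tested compounds plus 3 SD, cut at about 70% in these data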;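 further: 0% = DMSO with NR2E3 transfected cells and 100% = cells lacking NR2E3 construct; higher means lower luciferase signal from less NR2E3 corepressor binding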
HIF-2a block – HIF-2a reporter inhibitors, primary screen, luminescence, 786-0 RCC cells; 786-0 RCC cells HIF-2a reporter, luciferase luminescence, overnight; inhibition, % at 18.8 µM; 0.72% of 360,000 active;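 active means inhibition of the luminescence signal of 40% or more relative to plate controls, in a single-dose primary screen at 18.75 µM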
CaV13 ICDI inh – Primary screen for inhibitors of IQ motif and Ca2+-dependent inactivation inhibitor domain binding in CACNA1D, Förster resonance energy transfer in living cells, … | HEK cells, CFP/YFP FRET ICDI-IQ, plate reader, 10 min; percent FRET-ratio fall versus neutral wells | AID 743397 | 0.098% of 340,000 active | inhibition, % at 12.3 µM;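 active means mean replicate inhibition of at least 30% and at least 1% of replicates passing that level; inconclusive means only one of the two criteria is met; inactive means neither criterion is met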;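 further: 0% = median of the neutral control wells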
PDI turbidity – inhibitors of human PDI, primary screen, biochemical, turbidity, single point, plate reader. inhibition, % at 10 µM. 0.052% of 350,000 active. AID 588391, 2011. PDI insulin aggregation turbidity, A650, 90 min;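 active means mean inhibition across replicates of 30% or more, whatever share of single replicates reach that level; inconclusive means mean inhibition below 30% while every single replicate reaches 30%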;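 further: absorbance from insulin aggregation driven by PDI reduction with DTT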
Target sequence (P07237 whole entry, looked up): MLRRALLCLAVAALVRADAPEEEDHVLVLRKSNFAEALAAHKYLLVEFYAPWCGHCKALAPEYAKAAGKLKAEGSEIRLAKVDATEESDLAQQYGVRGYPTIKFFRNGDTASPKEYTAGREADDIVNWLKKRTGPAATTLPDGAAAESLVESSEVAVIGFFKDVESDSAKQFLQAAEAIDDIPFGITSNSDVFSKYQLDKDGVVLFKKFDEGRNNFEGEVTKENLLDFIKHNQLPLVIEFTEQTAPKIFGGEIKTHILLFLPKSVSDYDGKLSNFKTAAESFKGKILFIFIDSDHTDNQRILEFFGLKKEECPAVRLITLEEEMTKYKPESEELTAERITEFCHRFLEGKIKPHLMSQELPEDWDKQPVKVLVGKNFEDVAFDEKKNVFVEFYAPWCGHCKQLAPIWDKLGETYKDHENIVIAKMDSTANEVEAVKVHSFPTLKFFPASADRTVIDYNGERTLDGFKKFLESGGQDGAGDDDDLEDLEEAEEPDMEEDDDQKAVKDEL
Peg3 promoter – Peg3 promoter-driven luciferase inhibitors, primary screen, cell-based, HeLa, luciferase luminescence. 1.7% of 360,000 active. inhibition, % at 20 µM. AID 588405, 2011. HeLa PEG-Prom luciferase reporter, overnight;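 active means inhibition of at least 50% at 20 µM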
MITF TRPM1 inh – inhibitors of MITF-dependent TRPM1 promoter reporter, primary screen, cell-based, SK-MEL-5, single point, luciferase; AID 488899, 2010; inhibition, % at 12.5 µM; SK-MEL-5 TRPM1 promoter luciferase, 24 h; 0.83% of 330,000 active;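 active means mean inhibition across replicates of 60% or more, whatever share of single replicates reaches that level; inconclusive means some that reach 60%, reason not given; inactive means mean inhibition across replicates below 60%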; further: values of inactives mirror those of a sister screen read the other way
KKLEB cytotox – cytotoxicity in KKLEB CF airway cells, primary screen, cytotoxicity control for CF NF-kB inhibitor project, cell-based, uHTS, fluorescence assay plates; KKLEB CF airway cells viability, ATPlite luminescence, overnight; hits give low values; cells stimulated with P. aeruginosa culture filtrate; activity change (cytotoxicity), % at 5 µM; 0.36% of 360,000 active; AID 602141, 2011;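 active means corrected activity change at or below -50% at 5 µM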
CF NFkB inh – inhibitors of PAF-induced NF-kB signaling, primary screen, cell-based, GFP fluorescence, uHTS. KKLEB NF-kB-GFP reporter, GFP fluorescence overnight. inhibition, % at 5 µM. 0.86% of 360,000 active. AID 588850, 2011;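 active means at least 50% inhibition at 5 µM, scaled per plate between neutral and stimulator controls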;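 further: PAF is a Pseudomonas aeruginosa culture filtrate used as stimulus; plate controls were PAF-stimulated DMSO wells for no effect and unstimulated DMSO wells for full effect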
* marks the source's active call; other numbers are inactive results; ? = inconclusive; . = not tested or not shown.

SMILES | Vif imaging | NR2E3 ag-1 | Shn3 3UTR inh | NR2E3 ag-2 | HIF-2a block | CaV13 ICDI inh | PDI turbidity | Peg3 promoter | MITF TRPM1 inh | KKLEB cytotox | CF NFkB inh
Cc1nc(C)c(-c2csc(Nc3cccc(O)c3)n2)s1 | -4 | 0 | -5 | -154 | -276 | -5 | -3 | -245 | -42 | 9 | -25
COc1ccc(CNC(=O)c2cc(SC)ccc2Cl)cc1OC | 2 | 1 | 24 | -19 | 11 | 2 | -3 | 19 | 1 | 4 | -6
CCCCN1C[C@H](Cc2ccccc2)[C@@H](CC(=O)Nc2ccc(OC)cc2)C1=O | -1 | . | -13 | -14 | 10 | -6 | -3 | -16 | . | -8 | -19
Nc1c(C(=O)Nc2ccccc2)sc2nc(-c3ccco3)ccc12 | -4 | 6 | -21 | -53 | -148 | -20 | -8 | -91 | -26 | -4 | -15
O=C(NC(=S)Nc1ccc(N2CCCCC2)c(Cl)c1)c1ccc2c(c1)OCCO2 | . | -1 | 62 | -29 | -97 | . | 10 | -13 | 29 | 7 | -25
CCOC(=O)c1ccc(Oc2cc(C)nc(SC)n2)cc1 | 21 | 1 | 1 | -107 | -9 | -4 | -18 | 7 | 18 | -25 | 28
CCOC(=O)/C(=C\c1ccc(N2CCC(c3ccccc3)=N2)cc1)C(C)=O | -5 | . | -12 | -66 | -91 | -13 | 4 | -92 | -79 | -4 | 0
Cc1ccc(S(=O)(=O)Nc2cccc(C(=O)N3CCC(C(N)=O)CC3)c2)cc1 | 7 | 4 | 6 | -15 | 11 | -6 | 8 | 1 | 3 | 6 | -9
COc1cc(OC)cc(C(=O)NCC2CCCN(Cc3cccc(C(C)=O)c3)C2)c1 (stereo unspecified) | -3 | 0 | 8 | -4 | 7 | -4 | -10 | 10 | 1 | -6 | 2
C/C(=N\NC(=O)c1cccc(O)c1)c1ccc(NC(=O)Cc2ccccc2)cc1 | . | 3 | -44 | -126 | -141 | . | 1 | -99 | -80 | 5 | -13
CCn1cc(C(=O)NCc2ccccc2OC)c(=O)c2cc(S(=O)(=O)N(C)C)ccc21 | 1 | 2 | 10 | 4 | 12 | -11 | . | 23 | 2 | -4 | -2
COC(=O)c1cn(Nc2ncc(C(F)(F)F)cc2Cl)c(=O)c2ccccc12 | . | -5 | 12 | 1 | 11 | -5 | 7 | 15 | 9 | -4 | 13
O=C(NCCc1c[nH]c2ccccc12)c1cc2ccccc2oc1=O | 1 | -4 | -86 | -23 | -229 | -7 | -4 | -269 | -72 | 2 | -4
O=c1cc(CSc2ccccn2)[nH]c(=O)[nH]1 | -5 | 4 | -17 | -18 | 30 | -5 | -9 | 0 | -2 | -4 | 15
COC(=O)c1[nH]c2cc(OC)ccc2c1NC(=O)CCN1CCN(c2ccccc2)CC1 | -2 | 3 | 5 | 1 | 19 | . | -2 | 15 | 11 | 10 | -8
O=C1N(Nc2ccccc2)C(c2ccc(Br)cc2)C12CCCC2 (stereo unspecified) | -2 | 0 | 18 | -8 | 20 | -4 | -3 | 15 | 13 | 0 | -10
COc1cc(-c2n[nH]c(=S)n2-c2ccc(C)cc2)cc(OC)c1OC | -2 | 1 | 7 | -6 | 14 | -5 | 6 | 5 | -3 | -19 | -26
CCc1cc(=O)oc2cc(C)cc(OC(C)C(=O)NCCCN3CCCC3=O)c12 (stereo unspecified) | -3 | -3 | 3 | -8 | -1 | -7 | 4 | 9 | -5 | -10 | 2
Cc1ccc(C)c(OCC(=O)Nc2cccc(C(=O)O)c2)c1C | -13 | 1 | -36 | -78 | -121 | -5 | -5 | -139 | -12 | 4 | 2
O=C(NCC(O)c1ccc2ccccc2c1)c1c(F)cccc1F (stereo unspecified) | -2 | -2 | -6 | 18 | -8 | -2 | -2 | -3 | 4 | 6 | 13
O=C1CCCN1CCCNc1ncccc1[N+](=O)[O-] | -5 | 5 | -4 | 6 | 10 | -3 | 3 | -1 | 0 | 14 | -7
O=C(Nc1ccc(OC(F)(F)F)cc1)c1ccc(-n2cncn2)nc1 | -9 | 0 | -3 | 8 | 9 | -5 | 4 | -9 | 4 | 0 | 1
CC(C)(C)N(C(=O)Cn1nnc(-c2ccc(F)cc2)n1)C(C(=O)NC1CCCC1)c1ccncc1 (stereo unspecified) | -12 | 1 | 3 | -40 | -62 | -5 | 3 | -89 | 8 | 12 | -10
Cc1cc(-c2ccccc2N)n[nH]1 | 5 | 0 | -17 | -13 | -25 | . | 1 | -18 | -3 | 10 | -14
CCOC(=O)CSc1nnc(CNC(=O)c2ccc(OC)c(OC)c2)n1C | 9 | -8 | -9 | -17 | -8 | -9 | -4 | 1 | 5 | 11 | -23
O=C(COc1ccc(F)cc1Cl)N1CCN(C(=O)c2cccs2)CC1 | 15 | . | -7 | -11 | -11 | -3 | -5 | 6 | -10 | 8 | -17
CCOc1cc(N2CCOCC2)c(OCC)cc1NC(=O)COc1cccc(Cl)c1 | 8 | 3 | 16 | -5 | -2 | -2 | -2 | 8 | 0 | 10 | 27
Cc1cc(=O)oc2cc(OCC(=O)NCCc3nc4ccccc4[nH]3)ccc12 | -8 | 0 | -13 | 2 | 7 | -4 | 7 | 9 | 9 | -1 | -6
CCOC(=O)c1sc2nc(C)nc(SCC(=O)NC3CCS(=O)(=O)C3)c2c1C (stereo unspecified) | 7 | 5 | 7 | 0 | -6 | -4 | -2 | 4 | 2 | 8 | -18
O=C(CSc1nnc(-c2ccccn2)o1)Nc1ccccc1F | 21 | 2 | -43 | -91 | -131 | -6 | 4 | -168 | -9 | -21 | 3
O=C(Nc1ccc2c(c1)OCO2)O[C@@H]1C[C@H]2CCCC(=O)N3CC[C@@H](C1)[C@@H]23 | 0 | 4 | -11 | -36 | -50 | -4 | 5 | -20 | -7 | 10 | -3
CCN1C(=O)[C@H]2[C@@H](c3ccc(C)cc3)N3C(=O)N(c4cccc(F)c4)C(=O)[C@@]3(Cc3ccc(Cl)cc3)[C@H]2C1=O | . | -6 | 5 | -30 | -47 | -10 | -2 | -31 | -19 | 4 | -2
CCCc1ccc(C(O)c2ncc(-c3ccc(C)cc3)[nH]2)cc1 (stereo unspecified) | 22 | . | 4 | -20 | -16 | -10 | 3 | 1 | . | 9 | -10
COc1ccc(C)cc1S(=O)(=O)N1CCN(C(=O)c2ncoc2-c2ccc(F)cc2)CC1 | -7 | -3 | -8 | -13 | 20 | -5 | 9 | 13 | 5 | 6 | -8
O=C(CN1CCOCC1)c1c[nH]c2ccccc12 | -2 | -3 | -1 | -29 | 5 | -4 | 6 | 1 | -10 | 0 | 2
CC(=O)N1CC=C2C(C#N)=C(N)C(C#N)(C#N)C(CCc3ccccc3)C2C1 (stereo unspecified) | 2 | 1 | 5 | -13 | 13 | -3 | 5 | 21 | 22 | -6 | -5
COCCCNc1ccnc2c(Cl)cccc12 | -3 | 0 | 32 | -11 | -24 | -4 | 5 | -28 | 1 | 14 | -16
CCOc1ncccc1C(=O)Oc1ccc2c(c1)OCO2 | . | 1 | -17 | -15 | 0 | 0 | -5 | 6 | -9 | 4 | -3
O=C(COC(=O)/C=C/c1ccc(Cl)cc1Cl)Nc1ccc2c(c1)OCCO2 | 15 | -2 | 3 | -12 | -1 | -2 | -1 | -6 | -2 | 3 | 4
Cc1ccc(-n2nnnc2SCC(=O)Nc2cc(C)on2)c(C)c1 | ? | 2 | 8 | -72 | 5 | -4 | 8 | 9 | 1 | -6 | -8
COc1ccc(C2=NN(CCC(=O)NC3CCCCCC3)C(=O)CC2)cc1 | 8 | 0 | -9 | -9 | -2 | -6 | 1 | 3 | 13 | -6 | 22
Cc1nc2c(OCc3ccc(F)c(F)c3)cccn2c1N(C)C(=O)CCC1CCCC1 | -10 | . | 21 | 20 | 1 | -9 | -2 | 26 | . | -18 | -2
COc1cc(OC)c2c(-c3ccccc3)cc(=O)oc2c1C(CC(=O)N1CCOCC1)c1ccc2c(c1)OCO2 (stereo unspecified) | 0 | 5 | -10 | 8 | 25 | -6 | 3 | 13 | -1 | -6 | 5
O=C(CCSc1nc(-c2ccco2)cc(C(F)(F)F)n1)N1CCN(c2ccccn2)CC1 | -7 | -1 | 16 | -11 | 17 | . | 8 | 26 | -1 | -26 | 2
O=C1c2cccc3cccc(c23)C(=O)N1c1cccc(O)c1 | -7 | 6 | 15 | 3 | 2 | -21 | 1 | -10 | -46 | 8 | -61
CC(C)(C)NC(=O)CN(Cc1cccs1)C(=O)CCC(=O)Nc1nccs1 | -2 | 5 | -9 | -22 | 9 | -8 | -3 | 12 | 7 | 4 | -3
O=C(CN1CCN(C(c2ccccc2)c2ccccc2)CC1)N1N=CCC1c1ccccc1 (stereo unspecified) | -5 | 1 | 1 | 5 | 18 | 9 | 9 | 8 | 6 | -4 | 4
FC(F)(F)c1ccc(CN2C[C@@H]3C(c4ccc(Cl)nc4)C4(c5ccccc5)CC3(C4)[C@H]2c2ccccc2)cc1 (stereo partly specified) | -11 | -1 | -12 | 1 | 10 | -5 | 2 | 1 | 11 | 4 | 14
CCn1c(SC)nc(O)c(C(c2ccc(OC)c(O)c2)c2c(O)nc(SC)n(CC)c2=O)c1=O | -39 | 3 | 2 | -26 | . | . | . | . | -6 | . | .
c1ccc(-c2nccc3ccccc23)cc1 | -4 | 1 | 30 | -14 | -5 | -4 | 6 | 5 | 15 | 0 | 10
COc1ccc(N2CCN(C(=O)CSc3nc4[nH]ncc4c(=O)n3-c3ccc(Br)cc3)CC2)cc1 | -11 | 5 | 16 | 14 | 20 | -6 | -6 | 15 | -12 | -10 | 9
